High-throughput results (PubChem)
MBD2 DNA inh: inhibitors of MBD2 binding to methylated DNA, primary screen, biochemical, TR-FRET, DNA-binding domain, human; Methyl-CpG-binding domain protein 2 (Homo sapiens), Q9UBB5; MBD2 binding to methylated oligonucleotide; inhibition, % at 4.4 µM; 370,000 tested, 0.31% active; AID 686964, 2013; in the data active = inhibition above about 13%
PLCb3 inh: human PLC-beta3 inhibitors, primary screen, biochemical, fluorescence | 1-phosphatidylinositol 4,5-bisphosphate phosphodiesterase beta-3 (Homo sapiens), Q01970 | Purified PLC-beta3, fluorogenic substrate | inhibition, % at 12.2 µM | 370,000 tested, 0.18% active | AID 720704, 2013; in the data active = inhibition above about 11%;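 also: 0% = median of compound wells on plate and 100% = full blocker control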
ADAM17 inh: ADAM17 inhibitors, primary screen, biochemical, QFRET | Disintegrin and metalloproteinase domain-containing protein 17 (Homo sapiens), P78536 | recombinant ADAM17, EDANS/DABCYL FRET peptide cleavage | inhibition, % at 6.95 µM | 370,000 tested, 0.83% active | AID 720648, 2013;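 active = inhibition above the mean of compounds lying between control limits plus 3 SD, set per campaign, cut at about 8.5% in these data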;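 also: 0% = DMSO-only wells as the low control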
DAX1 inh-1: DAX1 (NR0B1) inhibitors on StAR promoter, primary screen, cell-based, luminescence, SF-1 (NR5A1), full-length DAX-1; AID 652010, 2013; HEK293T StAR-luciferase reporter, SF-1/DAX-1 repression relief; 370,000 tested, 1.1% active; inhibition, % at 6.8 µM;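 active = inhibition above the mean over all tested compounds plus 3 SD, cut at about 3.6% in these data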;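 also: 0% = DAX-1 cells with DMSO and 100% = cells lacking DAX-1 with DMSO; higher inhibition means more luminescence from relief of DAX-1 repression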
Rev-erbA mod: modulators of Rev-erb alpha DNA binding, primary screen, biochemical, FITC-DNA, fluorescence polarization, uHTS; activity, % at 10 µM; Nuclear receptor subfamily 1 group D member 1 (Homo sapiens), P20393; AID 1259318, 2017; Rev-erbα–FITC-DNA binding, 90 min; 370,000 tested, 0.79% active;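 active = activity above about 14%, limit read from the data; passing the limit was not always enough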;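 also: 0% = DMSO wells with 35 nM protein and 100% = DMSO wells with 750 nM protein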
Target sequence (P20393 whole entry, looked up): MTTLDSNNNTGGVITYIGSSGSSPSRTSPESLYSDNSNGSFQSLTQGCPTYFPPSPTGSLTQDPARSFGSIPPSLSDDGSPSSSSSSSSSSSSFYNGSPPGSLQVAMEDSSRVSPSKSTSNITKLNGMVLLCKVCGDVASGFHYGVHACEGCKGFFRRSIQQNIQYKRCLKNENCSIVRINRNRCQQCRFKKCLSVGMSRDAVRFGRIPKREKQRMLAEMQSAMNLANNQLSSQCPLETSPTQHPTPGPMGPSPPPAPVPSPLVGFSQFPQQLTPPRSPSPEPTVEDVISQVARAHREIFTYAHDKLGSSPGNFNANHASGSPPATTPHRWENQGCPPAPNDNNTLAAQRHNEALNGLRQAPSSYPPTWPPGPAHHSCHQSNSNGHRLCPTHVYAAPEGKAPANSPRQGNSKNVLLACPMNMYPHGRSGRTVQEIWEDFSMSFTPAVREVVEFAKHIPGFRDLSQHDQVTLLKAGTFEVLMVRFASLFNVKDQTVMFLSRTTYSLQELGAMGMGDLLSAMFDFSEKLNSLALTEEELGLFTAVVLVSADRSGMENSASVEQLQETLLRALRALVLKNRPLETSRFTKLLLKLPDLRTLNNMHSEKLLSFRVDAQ
ssDAF12 agonist: S. stercoralis DAF-12 nuclear receptor activators, primary screen, cell-based, luminescence, HEK293, GRIP1 co-expression, lit1-tk-luc | activation, % at 6.8 µM | HEK293 ssDAF-12/GRIP1 lit1-tk-luc reporter; % of 3 µM dafachronic acid response | 370,000 tested, 1% active | Nuclear hormone receptor DAF-12 (Strongyloides stercoralis);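 active = activation above the mean over all tested compounds plus 3 SD, cut at about 0.9% in these data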;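 also: 0% = DMSO-only wells and 100% = 3 µM delta7-dafachronic acid wells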
hgDAF12 agonist: H. glycines DAF-12 receptor agonists, primary screen, cell-based, luminescence, HEK293, GAL4 fusion, UAS-luciferase; AID 687014, 2013; HEK293 GAL4-hgDAF12 UAS-luciferase reporter, agonist luminescence; normalized to butyrate control; Nuclear hormone receptor DAF-12 (Heterodera glycines), GAL4 fusion; 370,000 tested, 1.8% active; activation, % at 6.8 µM;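 active = activation above a cutoff set at the mean of all screened compounds plus 3 SD, cut at about 10% in these data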;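 also: 0% = DMSO wells and 100% = sodium butyrate wells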
SMARCA2 act: SMARCA2 (BRM) function activators, primary screen, cell-based, luminescence, high throughput; AID 652017, 2013; 370,000 tested, 1% active; MG213 cells, MMTV-luciferase reporter, dexamethasone, overnight; activation, % at 9.1 µM; in the data active = activation above about 7.8%;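 also: 0% = vehicle wells and 100% = reference activator wells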
hcDAF-12 act: H. contortus DAF-12 nuclear receptor activators, primary screen, cell-based, luminescence, HEK293, lit1-tk-luc reporter | HEK293 hcDAF-12 lit1-tk-luc reporter; 0% DMSO, 100% Δ7-dafachronic acid | activation, % at 6.8 µM | 370,000 tested, 1.4% active;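 active = activation above the mean of all tested compounds plus 3 SD, cut at about 5.5% in these data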;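 also: 100% = response to 3 µM Δ7-dafachronic acid high control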
PLC-gamma1 inh: PLC-gamma1 enzyme inhibitors, primary screen, biochemical, fluorescence, purified enzyme. AID 720700, 2013. 370,000 tested, 0.84% active. 1-phosphatidylinositol 4,5-bisphosphate phosphodiesterase gamma-1 (Homo sapiens), P19174. inhibition, % at 12.2 µM. fluorogenic substrate; in the data active = inhibition above about 9.5%
DAX1 inh-2: DAX1 (NR0B1) inhibitors, primary screen, cell-based, HEK293, Gal4-DAX1, luciferase luminescence; Nuclear receptor subfamily 0 group B member 1 (Homo sapiens), P51843; HEK293 Gal4-DAX1 luciferase reporter; inhibition, % at 6.75 µM; 340,000 tested, 0.99% active; AID 504766, 2011;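 active = inhibition above the mean over all tested compounds plus 3 SD, cut at about 4.2% in these data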;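 also: 0% = DAX1-transfected cells with DMSO and 100% = empty-vector control cells with DMSO; inhibition shows as a rise in luminescence from relieved DAX1 repression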
Target sequence (P51843 207-470 limits assumed): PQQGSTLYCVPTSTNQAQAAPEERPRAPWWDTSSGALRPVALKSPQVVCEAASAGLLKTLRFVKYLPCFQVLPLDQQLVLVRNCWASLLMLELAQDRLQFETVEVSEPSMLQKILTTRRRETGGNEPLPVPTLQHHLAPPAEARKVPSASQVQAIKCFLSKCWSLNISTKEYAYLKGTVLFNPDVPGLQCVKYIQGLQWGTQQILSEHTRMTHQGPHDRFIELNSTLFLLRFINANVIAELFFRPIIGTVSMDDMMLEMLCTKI
The depositor's hits bear a star; x = not tested or not shown.

Compound	ssDAF12 agonist	SMARCA2 act	hcDAF-12 act	ADAM17 inh	Rev-erbA mod	PLC-gamma1 inh	DAX1 inh-1	DAX1 inh-2	hgDAF12 agonist	PLCb3 inh	MBD2 DNA inh
C=CCOc1ccc(/C=C2\C(=N)N3N=C(S(=O)(=O)CC)SC3=NC2=O)cc1OC	-1.9	2	0.1	-5	-1	-1	-0.1	1.0	0.1	-1	-5
CCCNC(=S)N1CCN(C(c2ccccc2)c2ccccc2)CC1	-0.9	-2	1.8	4	0	1	0.5	-0.2	-1.2	3	0
CN1CCC(=NNC(=O)C(=O)NC2CCCCC2)CC1	-1.1	1	1.4	-4	-3	1	0.6	0.4	-1.8	1	0
COc1ccc(C(=O)NCCNc2nc3cc(C)cc(C)c3cc2C#N)c(OC)c1	-3.1	-13	-8.2	-36	6	-43	-7.7	x	-19	-52	-4
CN(C)c1ncnc2c1ncn2[C@H]1CN(Cc2cccnc2)C[C@@H](CO)O1	-0.4	-3	-0.3	-4	-2	-1	0.7	x	1.1	-2	1
CN(CC(=O)Nc1ccc(C(N)=O)cc1)CC(=O)Nc1ccccc1Cl	-1.8	1	-0.8	-4	-2	-2	0.7	-0.9	-1.9	0	1
Cc1ccc2nc(SCC(=O)Nc3ccc(F)cc3F)nc(=O)n2c1	-0.1	0	0.5	-2	0	-1	1.1	0.2	1.8	-4	-1
COCCCn1c(Cc2ccccc2)nnc1SCC(=O)N1CCCCC1	-0.9	-2	-2.5	1	-4	2	0.1	0.4	-1.1	3	1
O=C1CNC(=S)N1Cc1ccc(Cl)cc1	-0.4	0	-0.1	-6	1	-6	-0.3	2.6	-0.1	-9	1
CCCCNC(=O)C1(C)CCN1C(=O)c1cccc(OC(F)(F)F)c1 (stereo unspecified)	-1.7	1	-1.9	-7	4	6	-0.4	x	0.1	7	7
CC1(C)Oc2ccc(C(=O)N3CCOCC3)cc2N(CC(=O)Nc2ccccc2)C1=O	-0.9	0	-1.3	0	0	2	-0.4	0.4	1.6	2	0
O=C(c1ccc([N+](=O)[O-])cc1)N1CCSC1c1ccc(Br)cc1 (stereo unspecified)	-1.6	-3	-0.5	3	1	0	-0.2	0.3	-1.4	1	0
CCOc1ccccc1NC(=O)CSc1nncc2ccccc12	-1.2	-3	-1.1	0	4	-3	-0.1	0.3	0.4	-7	9
Cc1ccc(C)c(S(=O)(=O)N(C)c2ccc(OC(=O)CN3C(=O)NC4(CCCC4)C3=O)cc2)c1	-0.7	-1	-0.6	1	2	1	0.1	1.3	0.1	-4	2
ClC1(Cl)CC1Cn1c(C2CC2)nc2ccccc21 (stereo unspecified)	-1.4	-1	0.9	-4	-4	0	-0.3	-0.1	-4.8	0	3
Cc1ccc(NC(=O)CSc2nnc(CNC(=O)c3ccccc3F)o2)cc1	-0.8	-2	1.1	0	2	4	0.1	3.9	2.0	4	-1
Cc1ccccc1Nc1nc2ccccc2n1C(C)C	-0.8	-4	-1.6	-1	2	1	-0.5	0.9	0.5	-3	-2
O=C(O)c1ccccc1N1C(=O)C2C3CCC(C3)C2C1=O (stereo unspecified)	-1.6	-4	-0.7	-6	5	-2	-0.2	0.1	3.0	-7	2
Nc1ccccc1C(=O)NCc1ccco1	-0.2	-1	0.2	-97	0	-55	-0.7	2.1	-0.3	-71	-1
CC(C)(C)SCCNC(=O)CSCc1ccc([N+](=O)[O-])cc1	-0.8	-8	-2.1	4	2	7	0.1	-0.7	1.4	5	0
O=C1CCCC2=C1C(c1ccc(O)c(O)c1)Nc1ccc3ccccc3c12 (stereo unspecified)	-1.3	-4	-2.3	-40	-2	-46	0.1	0.1	0.3	-73	-3
CCN(CC)CCNC(=O)C1CCC(=O)N(c2ccc(OC)cc2)C1c1ccc(F)cc1 (stereo unspecified)	-1.2	-5	-2.0	5	6	2	1.2	-0.4	0.0	3	-2
COc1cccc(N2CCN(C(=O)CN(C)S(=O)(=O)c3ccc4c(c3)c(=O)n(C)c(=O)n4C)CC2)c1	-1.6	-1	-2.9	3	-2	-1	-1.4	0.0	5.5	-2	1
CCN1C(=NCc2cc(OC)c(OC)c(OC)c2)N[C@@H](c2cccc(C(F)(F)F)c2)C(C(=O)OC)=C1C	-1.2	0	-1.7	-4	-5	-18	-0.2	1.2	-1.3	-25	4
CCOC(=O)c1c(-c2ccc(C)cc2)csc1NC(=O)/C(C#N)=C/c1ccc(O)c(OC)c1	-0.1	0	1.2	3	4	-22	-0.6	1.0	-2.1	-30	7
CCn1c(COc2ccc(=O)n(-c3ccccc3)n2)nnc1SCc1ccccc1C	-1.4	-4	-2.5	-1	4	1	-1.1	0.7	-0.8	0	-4
O=C(Nc1cccc(Cl)c1)Nc1ccnc(-c2cccnc2)n1	-2.0	-4	-2.4	-8	-1	3	-1.7	-2.1	-9.2	6	6
COc1ccccc1C(CNC(=O)c1ccc(NS(=O)(=O)c2ccc3c(c2)OCCO3)cc1)N(C)C (stereo unspecified)	-1.0	2	0.7	3	0	1	1.5	0.2	-1.8	-4	-2
O=C(OCC(=O)N1CCN(S(=O)(=O)c2ccc(Cl)cc2)CC1)c1cccc(OC(F)F)c1	-1.0	1	-0.1	2	2	1	0.4	1.1	1.9	-4	-7
Cc1ccccc1NC1=NC(=S)N(CC(N)=O)C12CCOC(C)(C)C2 (stereo unspecified)	-0.9	0	-0.9	0	-3	1	0.2	-0.1	0.5	-3	0
COc1cc(C(C)=O)ccc1COc1ccc(C(=O)O)cc1OC	-1.6	-1	0.5	-3	2	-2	-0.5	0.5	-3.3	-1	-3
C=CCn1c(SCC(=O)O)nnc1-c1cccs1	-1.9	-1	-1.0	0	0	0	0.0	3.6	-1.2	0	2
COC(=O)c1ccsc1NC(=O)C1COc2ccccc2O1 (stereo unspecified)	-1.5	0	-1.5	2	0	0	-0.9	-0.3	0.3	-3	-4
O=C(c1cc2ccccc2oc1=O)N1CCSC1c1ccco1 (stereo unspecified)	-1.1	-1	-1.0	-4	0	0	-0.2	-0.3	0.8	4	-1
O=C(C1CC1)N1N=C(c2ccc(Br)cc2)CC1(O)C(F)(F)F (stereo unspecified)	-1.4	-1	-1.3	-2	-3	0	-0.5	0.8	-1.8	-8	3
O=C1NC2(CCCc3ccccc32)C(=O)N1Cc1nnc(-c2ccccc2Br)o1 (stereo unspecified)	-1.0	-2	-0.1	-2	-6	1	0.1	-0.7	-0.2	-1	0

Full records as entered above.
COC(=O)c1ccsc1NC(=O)C1COc2ccccc2O1 (stereo unspecified) in the list: ssDAF12 agonist = -1.5; SMARCA2 act = 0; hcDAF-12 act = -1.5; ADAM17 inh = 2; Rev-erbA mod = 0; PLC-gamma1 inh = 0; DAX1 inh-1 = -0.9; DAX1 inh-2 = -0.3; hgDAF12 agonist = 0.3; PLCb3 inh = -3; MBD2 DNA inh = -4
O=C1NC2(CCCc3ccccc32)C(=O)N1Cc1nnc(-c2ccccc2Br)o1 (stereo unspecified) in the list: ssDAF12 agonist = -1.0; SMARCA2 act = -2; hcDAF-12 act = -0.1; ADAM17 inh = -2; Rev-erbA mod = -6; PLC-gamma1 inh = 1; DAX1 inh-1 = 0.1; DAX1 inh-2 = -0.7; hgDAF12 agonist = -0.2; PLCb3 inh = -1; MBD2 DNA inh = 0

The listing continues:
Compound	ssDAF12 agonist	SMARCA2 act	hcDAF-12 act	ADAM17 inh	Rev-erbA mod	PLC-gamma1 inh	DAX1 inh-1	DAX1 inh-2	hgDAF12 agonist	PLCb3 inh	MBD2 DNA inh
CN(C)c1cc[n+](CC(=O)Nc2ccccc2C(F)(F)F)cc1	-1.8	0	-1.1	3	-2	1	0.0	1.0	0.4	-7	-5
COc1ccccc1NC(=O)CN1CCN(c2ccccc2)CC1	0.3	0	1.1	-4	0	-1	0.6	0.8	2.7	-6	1
O=C(c1ccc(CS(=O)(=O)c2ccc(Br)cc2)o1)N1CCOCC1	-0.8	-1	-0.5	-4	0	0	-1.1	1.3	-0.8	-6	1
Cc1cc(C)n(-c2ccc(C(=O)OCC(=O)Nc3cc(Cl)ccc3[N+](=O)[O-])cc2)n1	1.2*	-2	5.3	-1	2	-1	-0.2	-0.7	1.8	2	0
Cc1csc(NC(=O)CSc2nc3sc(C)c(C)c3c(=O)[nH]2)n1	-0.8	0	-0.1	-5	2	-3	1.7	0.1	3.3	-4	-2
COc1ccccc1-c1cnc2c(Nc3cccc(OC(F)(F)C(F)F)c3)nccn12	-2.0	-1	-3.5	-5	-2	-19	-0.7	x	0.3	-28	0
CCn1nc(CC(C)C)cc1C(=O)N1CCCC(Nc2ccc(F)cc2)C1 (stereo unspecified)	-1.2	-2	-1.8	1	-2	-2	-1.8	-0.5	-0.6	-2	2
Cc1cccc(NC(=O)NCCCCc2ccccc2)c1	-1.4	0	-0.5	0	1	0	-1.2	-0.4	0.3	-7	-2
COc1ccccc1CN1CCN(Cc2nc(-c3cccs3)no2)CC1	-0.8	-1	1.0	-5	1	-1	1.4	-0.4	3.5	-7	1
N=C(N)N1CCc2ccccc21	-0.8	-3	0.3	2	-4	2	-0.1	-1.4	0.1	-5	1
O=C(CN1C(=O)/C(=C/c2ccccc2F)Sc2ccccc21)NCc1cccnc1	-2.1	-7	-2.4	-3	-1	-18	-1.4	-4.2	-5.2	-14	5
COc1ccc(CCNC(=O)C2CCCN2C(=O)Nc2ccccc2)cc1OC (stereo unspecified)	-1.3	0	-1.6	-2	-4	-1	-0.1	0.6	-0.6	2	-2
Cn1cc(CNC(=O)c2cc(-c3ccccc3)nc3ccc(Br)cc23)cn1	-1.5	-2	2.2	0	13	-4	0.1	1.1	0.4	-1	-1
Cc1ccc(Nc2nc3ccccc3s2)cc1	2.4*	6	9.7*	5	6	2	4.7*	2.9	26*	1	2
O=C(NNc1c(Cl)cc(Cl)cc1Cl)c1n[nH]c(=O)c2ccccc12	-1.6	5	-0.3	-2	-4	2	-0.2	3.7	-1.7	-4	4
COc1cccc(NC(=O)c2ncn[nH]2)c1	-0.9	-2	1.0	-7	-1	-2	0.0	-1.1	2.0	0	5
O=C(NCCN1CCc2ccccc2C1)C1CCN(S(=O)(=O)N2CCC3(CC2)OCCO3)CC1	0.6	0	7.5*	-4	2	-2	-0.5	-1.6	1.4	-4	1
Cn1cccc1/C=C1\SC(=Nc2ccc(O)cc2)NC1=O	-0.1	3	3.9	0	-3	0	2.1	2.6	1.5	-5	-7
COc1ccccc1C(=O)NNC(=O)c1ccc(NC(=O)CC(C)C)cc1	-1.1	-4	4.6	-3	0	-3	0.0	-1.5	5.7	-6	3
